PDI inh – inhibitors of human PDI, primary screen, biochemical, turbidity, single point, plate reader | PDI insulin aggregation turbidity, A650, 90 min | hit rate 0.052% among 350,000 | inhibition, % at 10 µM;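 active = mean inhibition across replicates of 30% or more, whatever share of single replicates reach that level; inconclusive = mean inhibition below 30% while every single replicate reaches 30%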;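 note: absorbance from insulin aggregation driven by PDI reduction with DTT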
Target sequence (P07237 whole entry, looked up): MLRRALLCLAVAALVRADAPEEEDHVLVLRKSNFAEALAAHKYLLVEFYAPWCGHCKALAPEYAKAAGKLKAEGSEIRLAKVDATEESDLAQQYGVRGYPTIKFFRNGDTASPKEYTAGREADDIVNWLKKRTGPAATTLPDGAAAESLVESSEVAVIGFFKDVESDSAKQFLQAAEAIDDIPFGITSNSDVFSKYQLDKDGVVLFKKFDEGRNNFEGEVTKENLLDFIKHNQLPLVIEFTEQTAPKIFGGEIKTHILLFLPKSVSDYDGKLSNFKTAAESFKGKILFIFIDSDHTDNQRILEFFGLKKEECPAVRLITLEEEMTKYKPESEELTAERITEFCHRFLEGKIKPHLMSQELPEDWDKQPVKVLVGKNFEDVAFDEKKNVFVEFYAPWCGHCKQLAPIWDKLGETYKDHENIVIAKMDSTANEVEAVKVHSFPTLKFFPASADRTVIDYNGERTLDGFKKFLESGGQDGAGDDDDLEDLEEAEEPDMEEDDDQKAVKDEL
KKLEB tox – cytotoxicity in KKLEB CF airway cells, primary screen, cytotoxicity control for CF NF-kB inhibitor project, cell-based, uHTS, fluorescence assay plates; activity change (cytotoxicity), % at 5 µM; hit rate 0.36% among 360,000; KKLEB CF airway cells viability, ATPlite luminescence, overnight; stronger effect = lower value; cells stimulated with P. aeruginosa culture filtrate;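 active = corrected activity change at or below -50% at 5 µM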
Shn3 3UTR inh – reduction of Shn3 3'UTR firefly luciferase signal, primary screen, Schnurri-3 inhibitor project, cell-based, Clone20 osteoblasts, set 2 | hit rate 0.52% among 360,000 | inhibition, % at 12.5 µM | AID 588674, 2011 | Clone20 osteoblast Shn3 3'UTR firefly luciferase, 24 h;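 active = mean inhibition of at least 75% with every replicate also reaching 75%; inconclusive = mean inhibition at least 75% but some replicate below; inactive = mean inhibition below 75%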;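 note: 0% = median of neutral control wells and 100% = pilot-screen positive control compound; some compounds past the cut are filed as inactive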
CaV13 ICDI inh – Disruptors of the CACNA1D IQ motif to Ca2+-dependent inactivation inhibitor domain association, primary screening, Förster resonance energy transfer in intact living …; HEK cells, CFP/YFP FRET ICDI-IQ, plate reader, 10 min; percent FRET-ratio fall versus neutral wells; inhibition, % at 12.3 µM; hit rate 0.098% among 340,000;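 active = mean replicate inhibition of at least 30% and at least 1% of replicates passing that level; inconclusive = only one of the two criteria is met; inactive = neither criterion is met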;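 note: 0% = median of the neutral control wells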
Peg3 promoter – Peg3 promoter-driven luciferase inhibitors, primary screen, cell-based, HeLa, luciferase luminescence. HeLa PEG-Prom luciferase reporter, overnight. inhibition, % at 20 µM. hit rate 1.7% among 360,000;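 active = inhibition of at least 50% at 20 µM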
HIF-2a inh – HIF-2a reporter inhibitors, primary screen, luminescence, 786-0 RCC cells. 786-0 RCC cells HIF-2a reporter, luciferase luminescence, overnight. inhibition, % at 18.8 µM. hit rate 0.72% among 360,000;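 active = inhibition of the luminescence signal of 40% or more relative to plate controls, in a single-dose primary screen at 18.75 µM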
NR2E3 ag-1 – NR2E3 agonists in two-hybrid cells, primary screen, cell-based, luminescence, CHO-S, Gal4-NCOR/VP16-NR2E3; luciferase; inhibition of corepressor binding, % at 3.98 µM; hit rate 0.35% among 360,000; AID 602229, 2012;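 active = inhibition above the mean of all tested compounds plus 3 SD, cut at about 70% in these data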;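 note: 0% = DMSO with NR2E3 transfected cells and 100% = cells lacking NR2E3 construct; higher means lower luciferase signal from less NR2E3 corepressor binding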
Target sequence (Q9Y5X4 whole entry, looked up, the tested form may be a part): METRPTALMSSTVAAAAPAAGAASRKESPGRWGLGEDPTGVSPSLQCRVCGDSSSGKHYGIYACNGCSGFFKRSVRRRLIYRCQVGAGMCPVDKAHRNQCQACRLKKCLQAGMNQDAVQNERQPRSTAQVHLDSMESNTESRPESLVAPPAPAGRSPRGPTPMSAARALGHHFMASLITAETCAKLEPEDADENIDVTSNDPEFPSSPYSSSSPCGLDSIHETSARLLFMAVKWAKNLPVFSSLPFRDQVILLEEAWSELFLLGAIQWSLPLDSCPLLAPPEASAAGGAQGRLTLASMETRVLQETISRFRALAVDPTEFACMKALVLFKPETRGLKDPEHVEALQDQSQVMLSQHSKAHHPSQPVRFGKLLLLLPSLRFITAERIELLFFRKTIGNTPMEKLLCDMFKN
TRPM1 prom inh – inhibitors of MITF-dependent TRPM1 promoter reporter, primary screen, cell-based, SK-MEL-5, single point, luciferase; hit rate 0.83% among 330,000; inhibition, % at 12.5 µM; SK-MEL-5 TRPM1 promoter luciferase, 24 h;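 active = mean inhibition across replicates of 60% or more, whatever share of single replicates reaches that level; inconclusive = some that reach 60%, reason not given; inactive = mean inhibition across replicates below 60%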; note: values of inactives mirror those of a sister screen read the other way
NR2E3 ag-2 – inhibitors of NR2E3-RetCOR corepressor binding, primary screen, NR2E3 agonist project, biochemical, TR-FRET, GST-NR2E3, biotin-RetCOR; Photoreceptor-specific nuclear receptor (Homo sapiens), Q9Y5X4; 1536-well; inhibition of corepressor binding, % at 4.78 µM; hit rate 0.12% among 320,000; AID 2300, 2010;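 active = percent inhibition above the cutoff of mean plus 3 SD of all tested compounds, set per screening campaign, cut at about 20% in these data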;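 note: 0% = DMSO wells and 100% = biotin wells as full block of FRET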
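Test system: GST-NR2E3 and biotin-RetCOR proteins | Quantity: 1.35 nM GST-tagged NR2E3 final | Medium: Tris pH 7.5 | Also added: 7 nM biotin-RetCOR | Dosing: Compound at 4.8 µM, single dose | Timing: 5 h at 4 °C | Detection: Time-resolved FRET | Read-out basis: Percent inhibition | Benchmarks: Biotin wells as high control, 0.6% DMSO wells as low control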
CF NFkB block – inhibitors of PAF-induced NF-kB signaling, primary screen, cell-based, GFP fluorescence, uHTS; KKLEB NF-kB-GFP reporter, GFP fluorescence overnight; inhibition, % at 5 µM; hit rate 0.86% among 360,000; AID 588850, 2011;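 active = at least 50% inhibition at 5 µM, scaled per plate between neutral and stimulator controls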;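 note: PAF is a Pseudomonas aeruginosa culture filtrate used as stimulus; plate controls were PAF-stimulated DMSO wells for no effect and unstimulated DMSO wells for full effect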
Vif inh – HIV Vif self-association inhibitors, primary screen, imaging, HEK293T, single point; HEK293T cells, Vif self-association by quenched fluorescence, 24 h; inhibition, % at 7.49 µM; hit rate 0.35% among 340,000; in the data active = inhibition above about 50%, passing the limit was not always enough; inconclusive = no clear call, values can overlap the other calls; inactive = below about 31%; note: some results filed as inactive read as strong as hits
* marks the source's active call; other numbers are inactive results.

Cc1oc2nc(SCCCC(=O)NCCO)nc(N)c2c1C was read as PDI inh -41, KKLEB tox 12, Shn3 3UTR inh -6, CaV13 ICDI inh -4, Peg3 promoter -2, HIF-2a inh 3, NR2E3 ag-1 -14, TRPM1 prom inh 1, NR2E3 ag-2 13, CF NFkB block -2 and Vif inh 20.
Cc1ccc(-n2nc3c(=O)n(CC(=O)NC4CCCCCC4)nc(C)c3c2C)cc1 was read as PDI inh 4, KKLEB tox 9, Shn3 3UTR inh 22, CaV13 ICDI inh -16, Peg3 promoter 13, HIF-2a inh 3, NR2E3 ag-1 14, TRPM1 prom inh 31, NR2E3 ag-2 -1, CF NFkB block -10 and Vif inh 2.
CC(=O)Nc1sc(C)c(C)c1C(=O)OCC(=O)NC(C)c1ccccc1 (stereo unspecified) was read as PDI inh -4, KKLEB tox 3, Shn3 3UTR inh -20, CaV13 ICDI inh -5, Peg3 promoter 15, HIF-2a inh 14, NR2E3 ag-1 9, TRPM1 prom inh 6, CF NFkB block -22 and Vif inh -16.
Screening Cn1cnnc1SCCC(=O)Nc1ccccc1 returned PDI inh 9, KKLEB tox -11, Shn3 3UTR inh -7, CaV13 ICDI inh -4, Peg3 promoter -15, HIF-2a inh 10, NR2E3 ag-1 -27, TRPM1 prom inh 2, NR2E3 ag-2 -3, CF NFkB block -5 and Vif inh -11.
`CCc1ccc2nc(N(CCN(C)C)C(=O)c3ccc4ncsc4c3)sc2c1` gave PDI inh -25, KKLEB tox 14, Shn3 3UTR inh -79, CaV13 ICDI inh -11, Peg3 promoter -259, HIF-2a inh -164, NR2E3 ag-1 -120, TRPM1 prom inh -63, NR2E3 ag-2 3, CF NFkB block -28 and Vif inh -11.
For CCc1cc(-c2[nH]ncc2-c2ccc3c(c2)OCO3)c(O)cc1O the results were PDI inh -3, KKLEB tox -6, Shn3 3UTR inh 35, CaV13 ICDI inh -6, Peg3 promoter 69*, HIF-2a inh 21, NR2E3 ag-1 -23, TRPM1 prom inh 10, NR2E3 ag-2 1, CF NFkB block 85* and Vif inh -12.
`O=C(CSc1nnc(Cc2cccs2)n1Cc1ccco1)Nc1cc(Cl)cc(Cl)c1` gave PDI inh 2, KKLEB tox -13, Shn3 3UTR inh 16, CaV13 ICDI inh -6, Peg3 promoter 24, HIF-2a inh 35, NR2E3 ag-1 -19, TRPM1 prom inh 14, NR2E3 ag-2 0, CF NFkB block 16 and Vif inh -5.
C[C@H](NC(=O)c1ccccc1Cl)C(=O)OCC(=O)N1CC2(C)CC1CC(C)(C)C2 (stereo partly specified) was read as PDI inh -26, KKLEB tox 5, Shn3 3UTR inh 3, CaV13 ICDI inh -4, Peg3 promoter 4, HIF-2a inh -4, NR2E3 ag-1 -3, TRPM1 prom inh 0, NR2E3 ag-2 5, CF NFkB block 3 and Vif inh -1.
Screening C#CCNC(=O)C1=C[C@H](c2csc3ccccc23)C[C@H](OCc2ccc(CO)cc2)O1 returned PDI inh 7, KKLEB tox -7, Shn3 3UTR inh 19, CaV13 ICDI inh -9, Peg3 promoter 30, HIF-2a inh 21, NR2E3 ag-1 15, TRPM1 prom inh 2, NR2E3 ag-2 2, CF NFkB block 10 and Vif inh -12.
For O=C(Nc1ccc(Cl)c(NC(=O)c2cccs2)c1)c1ccco1 the results were PDI inh -1, KKLEB tox 7, Shn3 3UTR inh 16, CaV13 ICDI inh -19, Peg3 promoter 1, HIF-2a inh -6, NR2E3 ag-1 25, TRPM1 prom inh 3, NR2E3 ag-2 -3, CF NFkB block 14 and Vif inh -1.

2 records picked at random from those above:
Screening Cn1cnnc1SCCC(=O)Nc1ccccc1 returned PDI inh 9, KKLEB tox -11, Shn3 3UTR inh -7, CaV13 ICDI inh -4, Peg3 promoter -15, HIF-2a inh 10, NR2E3 ag-1 -27, TRPM1 prom inh 2, NR2E3 ag-2 -3, CF NFkB block -5 and Vif inh -11.
`O=C(CSc1nnc(Cc2cccs2)n1Cc1ccco1)Nc1cc(Cl)cc(Cl)c1` gave PDI inh 2, KKLEB tox -13, Shn3 3UTR inh 16, CaV13 ICDI inh -6, Peg3 promoter 24, HIF-2a inh 35, NR2E3 ag-1 -19, TRPM1 prom inh 14, NR2E3 ag-2 0, CF NFkB block 16 and Vif inh -5.

New compounds follow:
`CC(C)NC(=O)CN(c1cccc([N+](=O)[O-])c1)S(=O)(=O)c1ccccc1` gave PDI inh -1, KKLEB tox -5, Shn3 3UTR inh 9, CaV13 ICDI inh 4, Peg3 promoter 2, HIF-2a inh 4, NR2E3 ag-1 -7, TRPM1 prom inh 1, NR2E3 ag-2 -2, CF NFkB block 11 and Vif inh -6.
COc1ccc(Cl)cc1-c1nc(SCC(=O)NC(C)(C)C)n[nH]1 was read as PDI inh -9, KKLEB tox 5, Shn3 3UTR inh -4, CaV13 ICDI inh 1, Peg3 promoter -3, HIF-2a inh 20, NR2E3 ag-1 -16, TRPM1 prom inh -5, NR2E3 ag-2 -1, CF NFkB block 6 and Vif inh -1.
Screening CCOC(=O)c1cc(C#N)c(N)nc1C returned PDI inh -2, KKLEB tox -9, Shn3 3UTR inh 10, CaV13 ICDI inh -9, Peg3 promoter -6, HIF-2a inh -4, NR2E3 ag-1 -3, TRPM1 prom inh -5, NR2E3 ag-2 2 and CF NFkB block 9.
`Cc1c(C#N)c2ccccc2n1CC(=O)O` gave PDI inh -2, KKLEB tox 3, Shn3 3UTR inh -6, CaV13 ICDI inh -4, Peg3 promoter 11, HIF-2a inh 9, NR2E3 ag-1 8, TRPM1 prom inh 16, NR2E3 ag-2 0, CF NFkB block -4 and Vif inh 11.
`CCCn1nnc2ccccc2c1=O` gave PDI inh -3, KKLEB tox -2, Shn3 3UTR inh -5, CaV13 ICDI inh -6, Peg3 promoter 12, HIF-2a inh 20, NR2E3 ag-1 7, TRPM1 prom inh 2, NR2E3 ag-2 2, CF NFkB block -4 and Vif inh -8.
`NNC(=O)CCn1c2ccccc2c2ccccc21` gave PDI inh -7, KKLEB tox -6, Shn3 3UTR inh 8, CaV13 ICDI inh 5, Peg3 promoter 12, HIF-2a inh 17, NR2E3 ag-1 -7, TRPM1 prom inh 17, NR2E3 ag-2 -3, CF NFkB block -8 and Vif inh 1.
`Cc1ccc(S(=O)(=O)N2[C@@H](c3ccc(Br)cc3)C(C(=O)O)=CC[C@H]2c2ccc3c(c2)OCO3)cc1` gave PDI inh -6, KKLEB tox -11, Shn3 3UTR inh -17, CaV13 ICDI inh -5, Peg3 promoter 2, HIF-2a inh 8, NR2E3 ag-1 -22, TRPM1 prom inh 1, CF NFkB block -10 and Vif inh 0.
Cc1csc(=O)n1CC(=O)Nc1ccc(C(C)C)cc1 was read as PDI inh -3, KKLEB tox 14, Shn3 3UTR inh -46, CaV13 ICDI inh -4, Peg3 promoter -164, HIF-2a inh -132, NR2E3 ag-1 -27, TRPM1 prom inh -51, CF NFkB block -18 and Vif inh -3.
`CC(=O)Nc1ccc(S(=O)(=O)NCc2ccncc2)cc1` gave PDI inh -1, KKLEB tox -4, Shn3 3UTR inh 75, CaV13 ICDI inh -4, Peg3 promoter 18, HIF-2a inh 10, NR2E3 ag-1 8, TRPM1 prom inh 21, NR2E3 ag-2 1, CF NFkB block 13 and Vif inh -3.
Screening Cc1ccc(NC(=O)N2CCC(c3ccccc3)C2)cc1C (stereo unspecified) returned PDI inh -4, KKLEB tox -4, Shn3 3UTR inh -33, CaV13 ICDI inh 4, Peg3 promoter -345, HIF-2a inh -225, NR2E3 ag-1 -134, TRPM1 prom inh -122, NR2E3 ag-2 3, CF NFkB block -12 and Vif inh 2.
For CC(=O)NC1C(=O)Nc2c1cccc2C(F)(F)F (stereo unspecified) the results were PDI inh -1, KKLEB tox 6, Shn3 3UTR inh 4, Peg3 promoter 10, HIF-2a inh 14, NR2E3 ag-1 5, TRPM1 prom inh -2, NR2E3 ag-2 -1, CF NFkB block -6 and Vif inh -5.
Screening O=C1CC2c3ccccc3C1C1C(=O)N(CCc3ccccc3)C(=O)C21 (stereo unspecified) returned PDI inh 2, KKLEB tox -2, Shn3 3UTR inh 2, CaV13 ICDI inh -18, Peg3 promoter 12, HIF-2a inh 7, NR2E3 ag-1 33, TRPM1 prom inh 20, NR2E3 ag-2 0, CF NFkB block 3 and Vif inh 4.
O=C(CN1C(=O)NC2(CCCc3ccccc32)C1=O)c1ccccc1F (stereo unspecified) was read as PDI inh 7, KKLEB tox 2, Shn3 3UTR inh -8, CaV13 ICDI inh -5, Peg3 promoter -34, HIF-2a inh -54, NR2E3 ag-1 -33, TRPM1 prom inh -14, CF NFkB block -16 and Vif inh 9.
Screening CC(=O)N(/N=C/c1ccc(C)cc1)c1nc(CCl)cs1 returned PDI inh 4, KKLEB tox 1, Shn3 3UTR inh 12, CaV13 ICDI inh -4, Peg3 promoter -156, HIF-2a inh -93, NR2E3 ag-1 -21, TRPM1 prom inh -11, NR2E3 ag-2 1, CF NFkB block -6 and Vif inh inconclusive.
For CCCn1c(N)[n+](CC(=O)c2ccco2)c2ccccc21 the results were PDI inh -6, KKLEB tox 10, Shn3 3UTR inh -4, Peg3 promoter 5, HIF-2a inh 4, NR2E3 ag-1 -8, TRPM1 prom inh 2, NR2E3 ag-2 3, CF NFkB block 8 and Vif inh -16.
CCN1C(=O)[C@H]2[C@@H](c3ccc(-c4ccc(OC)cc4)cc3)N[C@@](CC(C)C)(C(=O)OC)[C@H]2C1=O was read as PDI inh -4, KKLEB tox 0, Shn3 3UTR inh 5, Peg3 promoter 1, HIF-2a inh 0, NR2E3 ag-1 -31, TRPM1 prom inh -4, NR2E3 ag-2 -1, CF NFkB block 8 and Vif inh -5.
`COc1ccc(S(=O)(=O)N2CCN(C(=O)c3cc(C)oc3C)CC2)cc1` gave PDI inh -12, KKLEB tox 2, Shn3 3UTR inh 5, CaV13 ICDI inh -1, Peg3 promoter 6, HIF-2a inh 17, NR2E3 ag-1 -21, TRPM1 prom inh -3, NR2E3 ag-2 0, CF NFkB block 2 and Vif inh 7.
Screening CCN1CCN(c2ncnc3scc(-c4ccc(C)cc4)c23)CC1 returned PDI inh -7, KKLEB tox -2, Shn3 3UTR inh 9, CaV13 ICDI inh -4, Peg3 promoter 6, HIF-2a inh 23, NR2E3 ag-1 -13, TRPM1 prom inh -13, NR2E3 ag-2 1, CF NFkB block 36 and Vif inh 1.
